ERAP1 inh = human ERAP1 aminopeptidase inhibitors, primary screen, biochemical, single point, plate reader; Endoplasmic reticulum aminopeptidase 1 (Homo sapiens), Q9NZ08; recombinant ERAP1, Leu-AMC fluorescence, 60 min; inhibition, % at 10.7 µM; hit rate 0.15% among 340,000; AID 652197, 2013;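 active means mean replicate inhibition of at least 30%, or all replicates individually reaching that 30% level; inactive means mean below 30% and not every replicate reaching it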;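 further: 0% = neutral control wells and 100% = L-leucinethiol positive control wells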
SIRT5 inh = SIRT5 desuccinylase inhibitors, primary screen, biochemical, fluorescence imaging, single point, set 5. NAD-dependent protein deacylase sirtuin-5, mitochondrial (Homo sapiens), Q9NXA8. Purified SirT5, succinyl-peptide AMC, trypsin-coupled fluorescence. inhibition, % at 15 µM. hit rate 1.1% among 330,000; in the data active means inhibition above about 15%; inconclusive means no clear call, values can overlap the other calls
Target sequence (Q9NXA8 whole entry, looked up): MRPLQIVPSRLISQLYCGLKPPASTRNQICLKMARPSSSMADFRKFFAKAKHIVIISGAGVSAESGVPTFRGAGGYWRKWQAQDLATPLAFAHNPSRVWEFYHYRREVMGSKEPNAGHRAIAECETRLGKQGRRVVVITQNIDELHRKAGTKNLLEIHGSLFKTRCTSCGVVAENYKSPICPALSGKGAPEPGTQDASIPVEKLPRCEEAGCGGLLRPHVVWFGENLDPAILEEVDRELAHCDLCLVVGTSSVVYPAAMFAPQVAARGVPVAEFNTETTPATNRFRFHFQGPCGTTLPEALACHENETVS
C2C12 statin = suppressors of statin myotoxicity in C2C12 myotubes, primary screen, cell-based, single point, plate reader. C2C12 myotubes + simvastatin, ATP luminescence, 48 h; scaled: DMSO 0, geranylgeraniol control 100. rescue of ATP level, % at 7.49 µM. hit rate 0.78% among 330,000. AID 602340, 2012;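 active means mean ATP rescue above about 67%, or every replicate alone reaching that limit, limit read from the data, passing the limit was not always enough; inconclusive means no clear call, values can overlap the other calls; inactive means mean under the limit and some replicate under it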;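 further: myotubes were challenged with 10 µM simvastatin during compound exposure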
S100A4 MyoIIA = inhibitors of S100A4-myosin IIA peptide binding, primary screen, biochemical, fluorescence polarization, TAMRA-MyoIIA peptide | inhibition, % at 10.7 µM | Protein S100-A4 (Homo sapiens), P26447 | hit rate 0.14% among 360,000;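 active means mean inhibition of at least 70% across replicates, with every replicate also reaching that level; inconclusive means mean inhibition reaches 70% but some replicates fall short; inactive means mean inhibition below 70%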
Target sequence (P26447 whole entry, looked up): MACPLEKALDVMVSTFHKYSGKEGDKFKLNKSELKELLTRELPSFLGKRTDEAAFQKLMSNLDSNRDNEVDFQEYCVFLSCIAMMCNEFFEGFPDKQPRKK
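Material: human S100A4 monomer with TAMRA-labelled myosin IIA peptide; buffer or medium: HEPES pH 7.2 with CaCl2, KCl, NaCl, DTT, Triton; compound dosing: one concentration per compound; schedule: 5 min incubation before reading; benchmarks: neutral control DMSO, positive control TFP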
LGR2 antag = inhibitors of bursicon-induced LGR2 CRE-luciferase signal, primary screen, cell-based, HEK293, CRE-luciferase reporter, bursicon stimulation; Drosophila bursicon receptor LGR2 (rickets); bursicon-stimulated, 4 h; inhibition, % at 9.99 µM; hit rate 0.35% among 380,000;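 active means drop in luminescence signal, shown as inhibition above about 50% in the replicate tests, limit read from the data, passing the limit was not always enough; inconclusive means probably only some replicates passing the limit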;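 further: agonist challenge used bursicon conditioned medium at about half maximal strength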
PGC1a acetyl inh = inhibitors of PGC1a acetylation signal, primary screen, cell-based, U2OS, AlphaScreen, inhibitor mode | AlphaScreen anti-acetyl-lysine; with virally co-expressed GCN5 acetyltransferase | inhibition, % at 15.6 µM | hit rate 0.17% among 350,000 | AID 651687, 2012;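 active means every replicate shows inhibition of at least 40%; inconclusive means mean inhibition at least 40% but some replicate below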;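 further: 0% = neutral control wells and 100% = positive control wells; some results beyond the cut were filed as inactive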
Xi reactivation = activators of inactive X chromosome reactivation, primary screen, imaging, XiGFP fibroblasts, GFP high-content imaging, set 2; hit rate 0.055% among 360,000; AID 743238, 2013; XiGFP mouse fibroblasts, % GFP-positive cells imaging, 3 d; cells co-treated with 5-aza-dC sensitizer; scaled so ellipticine positive control = 100%; activation, % at 7.58 µM;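 active means mean normalized replicate activation at least 10% and every replicate at or above 10%; inconclusive means only one of the two criteria met; inactive means mean below 10% and not all replicates reach 10%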;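 further: 0% = median of on-plate neutral control wells and 100% = ellipticine 6 µM median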
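material = 68-5-11 XiGFP fibroblast line | medium = DMEM plus 5-aza-dC sensitizer | schedule = 3 days compound exposure | benchmarks = positive control ellipticine, 6 µM final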
Cneo AK release = Cryptococcus neoformans cell lysis inducers, primary screen, AK release luminescence, single concentration | C. neoformans lysis, adenylate kinase release luminescence, 4 h; normalised: neutral wells 0, clomiphene wells 100 | lysis activity, % at 15 µM | hit rate 0.2% among 360,000 | AID 651654, 2012;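 active means mean lysis activity across replicates of at least 80%, whatever share of replicates individually reach that level; inactive means mean lysis activity below 80%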
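Assay system: Cryptococcus neoformans yeast cells / Dosing: single-point compound dose / Timing: 4 h at 37 °C static, read 1 h later / Measured by: luminescence of released adenylate kinase using an AK detection reagent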
* hit, by the source's call; ? = inconclusive; · = not tested or not shown. An excerpt; the hit share may differ from the screen's.

Fields – ERAP1 inh, SIRT5 inh, C2C12 statin, S100A4 MyoIIA, LGR2 antag, PGC1a acetyl inh, Xi reactivation, Cneo AK release
CC(=O)Nc1ccc(S(=O)(=O)NC(C)(C#N)C2CC2)cc1 (centres undefined)
  1, 1, -9, -4, 9, -7, 0.2, -1
CCCCCCCCCC(=O)N[C@@H]1c2cc(OC)c(OC)cc2C[C@H]1OCc1ccccc1
  1, 0, -1, -1, 15, ·, 0.0, 1
O=C(COC(=O)c1ccc(Br)cc1)NC1CCCC1
  0, -5, 2, 3, 16, ·, 0.0, -1
Cc1cc(S(=O)(=O)NCCCN2CCOCC2)c(C)cc1Cl
  -3, -3, -1, 2, -9, ·, 0.4, 1
CCCCN(C(=O)c1cccc(S(=O)(=O)N2CCN(C)CC2)c1)c1c(N)n(CCCC)c(=O)[nH]c1=O
  6, 0, 15, 2, -6, ·, 0.0, ·
COc1ccc(S(=O)(=O)N2CCOCC2)cc1NC(=O)CCc1c[nH]c2ccccc12
  3, -3, 4, 4, 4, 5, 0.2, -1
O=C(c1cnn2c(C(F)(F)F)cc(-c3cccs3)nc12)N1CCCC1
  ·, -1, 12, 7, 0, -4, 0.2, ·
C[C@H](NC(=O)C[C@@H]1CC[C@H](NC(=O)C2CCC2)[C@H](CO)O1)c1ccccc1
  -3, 3, -10, 17, 17, 4, -0.6, -3
Cc1ccc(S(=O)(=O)Nc2ccc3c(c2)CC(=O)N([C@H](C)CO)C[C@@H](C)[C@H](CN(C)S(=O)(=O)c2ccc(Cl)cc2)O3)cc1
  ·, ·, 42, ·, 2, 0, 0.0, -2
Cc1oc2cc3oc(=O)c(CC(=O)NCC(=O)N[C@@H](C(=O)O)c4ccccc4)c(C)c3cc2c1C
  -1, 0, 2, -2, -8, 0, ·, 3

Reprinted from the part before: two entries, followed by the next part.
Fields – ERAP1 inh, SIRT5 inh, C2C12 statin, S100A4 MyoIIA, LGR2 antag, PGC1a acetyl inh, Xi reactivation, Cneo AK release
Cc1ccc(S(=O)(=O)Nc2ccc3c(c2)CC(=O)N([C@H](C)CO)C[C@@H](C)[C@H](CN(C)S(=O)(=O)c2ccc(Cl)cc2)O3)cc1
  ·, ·, 42, ·, 2, 0, 0.0, -2
Cc1oc2cc3oc(=O)c(CC(=O)NCC(=O)N[C@@H](C(=O)O)c4ccccc4)c(C)c3cc2c1C
  -1, 0, 2, -2, -8, 0, ·, 3
CCn1cc(SCC(=O)Nc2cc(C)on2)c2ccccc21
  3, 1, 4, -5, 7, ·, 0.1, 13
COc1cc(-c2cc(=O)c3c(O)c(OC)c(OC)c(OC)c3o2)cc(OC)c1OC
  0, -1, -39, -8, 15, 6, ·, 1
CN1C(=O)c2cc(NC(=O)c3cnccn3)ccc2OC[C@H]2O[C@H](CC(=O)N[C@H]3CCN(Cc4ccccc4)C3)CC[C@@H]21
  -1, 2, -7, 9, 9, ·, 0.0, 5
Cc1noc(C)c1S(=O)(=O)Nc1ccc2c(c1)C(=O)N([C@@H](C)CO)C[C@@H](C)[C@@H](CN(C)S(=O)(=O)c1cn(C)cn1)OCCCC[C@@H](C)O2
  1, -2, ·, -6, -11, -4, 0.0, -2
COC(=O)CCCC[C@@H]1O[C@H](CCc2ccccc2)Cc2[nH]c(=S)[nH]c(=O)c21
  ·, 2, ·, 2, 15, ·, 0.1, ·
Cn1c(=O)c2c(nc(SCC(=O)c3ccc(F)cc3)n2C)n(C)c1=O
  -4, -10, 7, -9, -10, 0, 0.4, -1
C/C=C/c1ccc([C@H]2[C@@H](CO)N(Cc3ccccn3)[C@H]2CNC(C)=O)cc1
  -5, 8, 12, 14, 0, -9, 0.1, 2
Cc1cc(NC(=S)NC(=O)c2ccco2)c2ccccc2n1
  -2, -6, ·, -2, -20, ·, 0.3, ·
O=C(/C=C/c1ccc(F)cc1)N1CCN(Cc2ccccc2)CC1
  -5, -3, -2, -6, -45, -1, -0.1, 1
Cc1ccc(C)c(C2=CSC3=NCCN23)c1
  ·, ·, 1, ·, 30, 6, ·, 1
CCS(=O)(=O)N1CCN=C1SCc1cccnc1
  0, 1, ·, -2, 9, ·, 0.5, ·
CCCCNC(=O)C1(C)CCN1C(=O)c1cccnc1Oc1ccccc1 (centres undefined)
  -1, ·, 3, -3, -8, -4, -0.1, -5
O=C1CCC(C(=O)N2CCCO2)CN1Cc1cccc(C(F)(F)F)c1 (centres undefined)
  1, 3, ·, 4, -22, -1, 0.2, 2
CCCNC(=O)N[C@@H]1CC[C@H](CC(=O)N2CCN(C)CC2)O[C@@H]1CO
  -2, -2, -3, 4, -16, 3, 0.0, -2
Cc1onc(-c2ccc(Cl)cc2Cl)c1-c1csc(COc2ccccc2)n1
  1, -5, 2, 10, 13, -17, 0.2, ·
Cc1cnc(C=O)c2cccc([N+](=O)[O-])c12
  3, 1, -3, 0, 17, -6, -0.1, 0
CCNC(=O)C[C@H]1CC[C@@H]2[C@H](COc3ccc(NC(=O)NC(C)C)cc3C(=O)N2C)O1
  1, -5, -5, -15, 9, 5, 0.3, -1
C[C@H](CO)N1C[C@H](C)[C@H](CN(C)Cc2ccc(Cl)c(Cl)c2)Oc2c(NS(=O)(=O)c3ccc(Cl)cc3)cccc2C1=O
  -1, 2, -36, -10, ·, 3, ·, -5
CCN(C(=O)c1cc(S(=O)(=O)N2CCCCC2)c[nH]1)c1ccc(OC)cc1
  1, -1, 11, 3, 12, 5, 0.5, 2
CO[C@@H]1CN(C)C(=O)c2ccc(NS(=O)(=O)c3ccc(Cl)cc3)cc2OC[C@@H](C)NC[C@@H]1C
  -1, -3, 1, 13, 4, -7, 0.1, 2
CCOc1ccc(Cl)cc1CSc1ncn[nH]1
  0, -2, ·, -12, 5, -26, 0.0, 14
C/C(=C\c1ccccc1)C(=O)Nc1ccc(S(=O)(=O)Nc2ncccn2)cc1
  5, 1, ·, -3, -53, -2, -0.7, ·
Cn1c(SCc2ccc(Br)cc2)nc2c(c1=O)SCC2
  -3, 11, 5, -26, -13, 1, 0.0, 7
O=C(C[C@H]1CC[C@@H]2[C@H](COC[C@H](O)CN2Cc2ccncc2)O1)NCC1CC1
  -2, 0, 0, 9, -11, -8, 0.1, 4
Cc1ccc(S(=O)(=O)N2CCC[C@H]2C(=O)Nc2ccccc2Cl)cc1
  2, ·, 3, -2, 1, 7, 0.2, 0
CCCCn1nc2cc(C(=O)N(CC)c3ccc(OC)cc3)ccc2c1OCC
  10, -21, 7, -1, 3, -2, 0.1, 3
COc1ccc(-c2nnc(SCC(=O)NC(C)c3ccccc3)o2)cc1 (centres undefined)
  ·, ·, 5, -1, 19, ·, -0.1, -1
CO[C@@H]1CN(C)C(=O)c2ccc(NC(=O)c3ccccc3)cc2OC[C@@H](C)NC[C@@H]1C
  -3, ·, 16, 7, 12, 2, 0.0, 42
COc1cccc(S(=O)(=O)N[C@H]2C=C[C@H](CC(=O)NCc3ccc(F)cc3)O[C@H]2CO)c1
  1, 1, -6, -3, 4, 8, -0.4, -4
O=C1Nc2ccccc2OCc2c1cccc2[N+](=O)[O-]
  4, 2, ·, -4, ·, ·, 0.1, ·
[N-]=[N+]=CC(=O)C(O)(c1ccccc1)C(Cl)c1ccccc1 (centres undefined)
  -4, -1, ·, -2, ·, -11, ?, -1
CC(OC(=O)c1ccc(Br)c(S(=O)(=O)N2CCOCC2)c1)C(=O)NC1CCCCC1C (centres undefined)
  3, 0, -1, 0, -5, ·, 0.0, 5
Cc1noc(C)c1NC(=O)N1C[C@H](O)COC[C@@H]2O[C@@H](CC(=O)NCC3CCCCC3)CC[C@H]21
  1, -3, -10, -2, -15, -6, 0.2, 2
C[C@H]1CN([C@@H](C)CO)C(=O)c2cc(C3=CCCCC3)cnc2O[C@@H]1CN(C)Cc1cccc(F)c1
  2, 8, ·, -3, 8, -4, -0.2, 3
C[C@H]1CN([C@@H](C)CO)C(=O)c2cc(-c3cccc(C(=O)N(C)C)c3)cnc2O[C@@H]1CN(C)S(=O)(=O)c1ccc(F)cc1
  -2, 1, -22, -21, -3, ?, 0.0, 1
CC(=O)N(C)C[C@H]1Oc2ncc(/C=C/c3ccccc3)cc2C(=O)N([C@@H](C)CO)C[C@@H]1C
  0, -15, 25, -11, 11, -2, 0.2, 2
CC(=O)NC[C@H]1[C@H](c2ccc(C3=CCCC3)cc2)[C@@H](CO)N1C(=O)NC(C)C
  ·, ·, 1, ·, 11, 3, 0.2, 1
CCC(=O)N1CC2(C1)[C@@H](c1ccc(-c3ccc(F)cc3)cc1)[C@@H](CO)N2C(C)=O
  -1, 1, ·, 2, -4, 4, 0.1, ·
C[C@H](CO)N1C[C@H](C)[C@H](CN(C)S(=O)(=O)c2ccc(Cl)cc2)Oc2ccc(NC(=O)Nc3ccccc3)cc2CC1=O
  0, 11, -86, 25, 13, 6, -0.6, 2
O=C(NC1CC1)c1cc(=S)[nH]c2ccccc12
  -1, 3, 4, 1, 3, 5, 0.0, 3
Cc1cccc(-c2ccc([C@H]3[C@@H](CO)N4CCCCN(Cc5cccnc5)C[C@H]34)cc2)c1
  1, 0, ·, -6, -5, -20, 0.0, 0
CC(=O)c1cccc(-c2ccnc3c2CC(C(=O)NC(C)C)O3)c1 (centres undefined)
  0, -4, -4, 54, -3, 3, 0.1, -2
C#CCOCCOCCOCCNc1nc(N2CCN(C(=O)[C@H](C(C)C)n3cc(CCO)nn3)CC2)nc(N2CCN(C(=O)[C@H](C)n3cc(CCCN=C(N)N)nn3)CC2)n1
  -6, -10, 12, -1, -34, ·, 0.0, 2
COc1ccccc1C(CNC(=O)c1cccc(S(=O)(=O)NCc2ccccc2)c1)N(C)C (centres undefined)
  0, -3, -4, -4, 11, -8, 0.1, -1
COC(=O)C1=C(C)N(c2ccccc2)/C(=C/c2ccco2)C1=O
  -3, 0, 7, -12, 11, -5, 0.0, ·
CCCS(=O)(=O)NC(=O)C1(C)CCCN(C(=O)c2ccccc2)C1 (centres undefined)
  -2, ·, 2, -4, 5, ·, 0.1, 0

Compound activity as filed in PubChem.
